# Screens: PubChem BioAssay, ICCB-Longwood Screening Facility, Harvard Medical School
# PV pol inh = poliovirus RdRp elongation inhibitors, primary screen, biochemical, fluorescence polarization, total intensity | poliovirus polymerase elongation; hits give low values | Genome polyprotein (Poliovirus type 1 (strain Mahoney)), P03300 | hit rate 0.66% among 150,000 | % elongation, % (compound at 16.7 µg/mL) | AID 588519, 2011; in the data active = % elongation below about 90%; also: some results filed as inactive read as strong as hits
# Target sequence (P03300 1749-2209 limits assumed): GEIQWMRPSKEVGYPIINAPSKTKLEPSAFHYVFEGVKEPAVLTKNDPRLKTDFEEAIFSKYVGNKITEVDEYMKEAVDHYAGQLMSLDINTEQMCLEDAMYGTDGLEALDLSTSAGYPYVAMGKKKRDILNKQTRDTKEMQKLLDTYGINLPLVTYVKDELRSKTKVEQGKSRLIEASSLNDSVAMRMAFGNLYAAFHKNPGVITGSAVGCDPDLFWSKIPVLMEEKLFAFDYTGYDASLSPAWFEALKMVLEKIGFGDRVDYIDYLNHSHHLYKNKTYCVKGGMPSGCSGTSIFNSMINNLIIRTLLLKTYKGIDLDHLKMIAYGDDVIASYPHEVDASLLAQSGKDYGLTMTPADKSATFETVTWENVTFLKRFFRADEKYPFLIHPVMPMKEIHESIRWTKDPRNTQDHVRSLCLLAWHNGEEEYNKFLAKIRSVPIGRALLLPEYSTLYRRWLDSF
# PV pol inh FP z-score = further read-out of PV pol inh, marked with its call; z-score; measured here: FP z-score; hits read low
# An asterisk follows results filed as active; & = joins results of further samples.
SMILES,PV pol inh,PV pol inh FP z-score
COc1ccc(OC)c(CNC(=O)c2c3c(nc4ccccc24)C(=O)N(C2CCCCC2)C3)c1,108.0,0.2
CCOC(=O)C(C(=O)Nc1ccc(N(CC)CC)cc1)C1CCCCC1 (configuration not stated),103.0,0.4
N#C/C(=C\Nc1cccc(C(F)(F)F)c1)C(=O)N1CCOCC1,101.0,-0.1
NC(=O)c1cc(S(=O)(=O)NCCN2CCCCCC2)cs1,101.0,-0.2
COC(=O)CC1NC(=O)NC1=O (configuration not stated),100.0,-0.3
CCOC(=O)c1csc(-c2cn(-c3ccccc3)c(=O)n(C)c2=O)n1,104.0,0.7
CCOC(=O)c1nn(-c2ccc(Cl)cc2)c(=N)c2c(N)c(C#N)c(N)nc12,78.0,-2.2
Cc1ccc(-n2nc(C)c3c(C)c(CCC(=O)NCC4CCN(C5CCCC5)C4)c(C)nc32)cc1C (configuration not stated),102.0,-0.1
CCOC(=O)c1[nH]c(C)c(CCC(=O)Nc2ccc(N(CC)CC)cc2C)c1C,110.0,0.7
COC(=O)c1cc2ccsc2n1CC(=O)Nc1ccc(C)cc1C,103.0,0.8
COc1ccc(OC)c(CCCCc2cc(OC)ccc2OC)c1,106.0,0.5
CCC1CN(S(=O)(=O)c2cc(-c3cc(C)no3)ccc2C)c2cc(C)ccc2O1 (configuration not stated),104.0,-0.2
COC(=O)c1ccc(Cn2c(O)c(N=O)c3ccccc32)o1,100.0,-0.3
CCOc1ccc(C(=O)Nc2ccc3nc(SCC(=O)N4CCCC4)sc3c2)cc1,106.0,-0.2
O=C(CCn1cnc2onc(-c3ccc(F)cc3)c2c1=O)N1CCN(c2ccccc2)CC1,108.0,0.3
Cc1ccc(Cn2cccc(C(=O)Nc3ccc(C)c(Cl)c3)c2=O)cc1,109.0,0.7
O=C(Cn1ncc(Cl)c(Cl)c1=O)Nc1ccc(Cl)cc1,91.0,-1.2
C=Cn1cccc1-c1ccccc1,111.0,2.3
O=C(NCc1ccccc1)c1ccccc1O,102.0,0.1
N#CCSc1nnc(NC2CCCCC2)s1,104.0,0.3
CC1CCN(CCCNC(=O)CN2C(=O)CSc3ccc(S(=O)(=O)N4CCCCC4)cc32)CC1,106.0,-1
Fc1cccc(Cl)c1C=Nc1cccnc1,122.0,2.7
CCOc1c(Br)cc(C(=O)N2CCC(C(N)=O)CC2)cc1OC,108.0,0.6
CC(C)c1ccc(C2=CC(=O)C=CC2=O)cc1,105.0,0.5
Cc1cc(C(F)(F)F)nc(SCC(=O)c2ccccc2)n1,99.0,-0.4

# Reprinted from the part before: 7 compounds, then new ones.
SMILES,PV pol inh,PV pol inh FP z-score
O=C(NCc1ccccc1)c1ccccc1O,102.0,0.1
N#CCSc1nnc(NC2CCCCC2)s1,104.0,0.3
CC1CCN(CCCNC(=O)CN2C(=O)CSc3ccc(S(=O)(=O)N4CCCCC4)cc32)CC1,106.0,-1
Fc1cccc(Cl)c1C=Nc1cccnc1,122.0,2.7
CCOc1c(Br)cc(C(=O)N2CCC(C(N)=O)CC2)cc1OC,108.0,0.6
CC(C)c1ccc(C2=CC(=O)C=CC2=O)cc1,105.0,0.5
Cc1cc(C(F)(F)F)nc(SCC(=O)c2ccccc2)n1,99.0,-0.4
Cc1sc2ncnc(OCC(=O)N3CC(=O)Nc4ccccc43)c2c1C,103.0,0
Nc1ccccc1C(=O)NCc1c(F)cccc1Cl,110.0,1
O=C(O)C(c1ccccc1)N1CCCC1 (configuration not stated),106.0,1.5
CCOC(=O)C1=C(C)OC2(O)c3ccccc3C(=O)C12O (configuration not stated),56.0*,-5.5*
Cc1ccccc1-c1nc(C(N)=O)c2c(n1)n(-c1ccc3c(c1)OCO3)c(=O)n2C,104.0,-0.9
Cc1cc(NC(=O)COC(=O)c2ccc(S(=O)(=O)N3CCCc4ccccc43)cc2)no1,98.0,-0.5
CN(C)C(=O)C1OC(C)(C)OC1C(=O)N(C)C (configuration not stated),99.0,0
Cn1c(CC2Sc3ccccc3NC2=O)n[nH]c1=S (configuration not stated),102.0,-0.3
COCc1cc(C)nc2sc3c(=O)n(C(C)(C)C)nnc3c12,102.0,0.3
Cc1noc(C)c1C(=O)OCc1cc(F)cc2c1OC(c1ccccc1)OC2 (configuration not stated),106.0,0.7
Cc1cccc(N=C2NC(=O)CS2)c1,102.0,-0.1
COc1cc(NC(=O)N2CCC(CN3CCCCCC3)CC2)cc(OC)c1OC,108.0,-0.3
NC(=O)c1cc(S(=O)(=O)N2CCCC2)ccc1OCc1nc(-c2ccccc2)no1,102.0,-0.1
CCOc1ccc(CC(=O)NCCS(=O)(=O)N2CCN(c3ccc(OC)cc3)CC2)cc1,112.0,1.1
Cc1ccc(-c2c(CN3CCN(c4cccc(C)c4C)CC3)csc2C)cc1,105.0,-0.4
Cc1cc(S(=O)(=O)N2CCCc3ccccc32)ccc1OCC(N)=O,103.0,0.2
COc1ccc(-c2nnc(SCC(=O)NCCCc3ccccc3)n2N)cc1,108.0,0.5
O=c1[nH]c(CN2CCCC2)nc2scc(-c3ccc(Cl)cc3)c12,104.0,0.5
CCn1c(=O)cc(SCC(=O)NCCc2ccc(Cl)cc2)c2ccccc21,109.0,0.5
O=C(CCc1nc(-c2ccccc2)no1)NC1CCCC1,101.0,-0.3
CC(C)(C)c1ccc(C(=O)Oc2ccccc2CCC(=O)O)cc1,102.0,-0.1
Cn1nnc(NC(=O)COc2ccccc2)n1,104.0,0.7
Cc1cccc(CCNC(=O)CCc2c(C)nc3c4c(C)cc(C)nc4nn3c2C)c1,101.0,-1
CC(C)(C)c1ccc(-c2noc(CNS(=O)(=O)c3ccccc3)n2)cc1,103.0,0.3
Cc1cccc(NC(=O)c2cccc(C(=O)Nc3cccc(C)c3)c2)c1,104.0,0.5

# No new results follow: entries from further up.
SMILES,PV pol inh,PV pol inh FP z-score
CC(C)(C)c1ccc(-c2noc(CNS(=O)(=O)c3ccccc3)n2)cc1,103.0,0.3
Cc1cccc(NC(=O)c2cccc(C(=O)Nc3cccc(C)c3)c2)c1,104.0,0.5

# Following part.
SMILES,PV pol inh,PV pol inh FP z-score
Cc1ccc(Cl)cc1N1CCN(C(=O)CCS(=O)(=O)c2ccc3c(c2)oc(=O)n3C)CC1,101.0,-1.4
O=C(O)c1sccc1S(=O)(=O)N1CCN(c2ccc(C(F)(F)F)cn2)CC1,103.0,0.1
Cn1c(C(Cc2ccccc2)NC(=O)c2ccccc2)nc2ccccc21 (configuration not stated),101.0,0.2
CC(OC(=O)Cc1c[nH]c2ccccc12)C(=O)N1CCc2ccccc21 (configuration not stated),103.0,0.4
COc1ccc(C(CCN2C(=O)CCC2=O)C2CCOC(C)(C)C2)cc1 (configuration not stated),101.0,-0.2
O=C(N=C=S)c1ccc2ccccc2c1,75.0*,-2.2*
CCCn1c(=S)[nH]c2cc(C(=O)N3CC(C)CC(C)C3)ccc2c1=O (configuration not stated),101.0,-0.3
O=C(O)c1nc(-c2ccccc2)cc(-c2ccccc2)n1,100.0,0.1
CCCN(CCC)C(=O)Cn1c(SCc2cccc(C(F)(F)F)c2)nc2cccnc21,109.0,-0.1
COc1ccc(/C=C/C(=O)NCC2(c3ccccc3)CCOCC2)cc1,100.0,-0.3
COc1cccc(NC(=O)Cn2nc3c4ccccc4n(Cc4cccc(F)c4)cc-3c2=O)c1,110.0,0.4
O/N=C(\Cc1ncc[nH]1)c1ccccc1,108.0,-0.2
COc1cc(C(=O)NCC(c2cccs2)S(=O)(=O)c2ccc(F)cc2)cc(OC)c1OC (configuration not stated),108.0,0.1
CCc1ccc(NC(=O)COC(=O)CCCC2=NS(=O)(=O)c3ccccc3N2)cc1,106.0,-0.3
O=C(Nc1ccccc1N1CCOCC1)c1ccccc1,103.0,-0.1
c1cnc(NCC2COc3ccccc3O2)nc1 (configuration not stated),104.0,0.4
COc1ccc(NC(=S)N2CCC(c3nc4ccccc4o3)CC2)c(OC)c1,100.0,-0.8
COc1ccc(NC(=O)NCCc2c(C)nn(C)c2C)c(OC)c1,107.0,0.1
CCOC(=O)C1=C(CS(=O)(=O)c2ccc(F)cc2)NC(=O)NC1c1ccc(OCC)c(OC)c1 (configuration not stated),99.0,-2
COc1ccc(C(=O)/C=C/c2cn(CC(O)CN(CC(C)C)CC(C)C)c3ccccc23)cc1OC (configuration not stated),120.0,2.4
COc1cc(OC)c(C(=O)N2CCCN(C)CC2)cc1OC,104.0,0.8
Cc1[nH]c2ccccc2c1C(=O)CSc1ncnc2ccccc12,104.0,1
Cc1ccc(OCC(=O)NC2CCC(C)CC2)cc1C (configuration not stated),104.0,0.2
CCCCc1ccc(NS(=O)(=O)c2ccc(N3CCCCS3(=O)=O)cc2)cc1,109.0,0.5
CSc1nnc(-c2ccc(C(F)(F)F)nc2C)o1,100.0,-0.8

# Ordered by molecular weight (high to low): four of the compounds above.
SMILES,PV pol inh,PV pol inh FP z-score
COc1ccc(C(=O)/C=C/c2cn(CC(O)CN(CC(C)C)CC(C)C)c3ccccc23)cc1OC (configuration not stated),120.0,2.4
CCOC(=O)C(C(=O)Nc1ccc(N(CC)CC)cc1)C1CCCCC1 (configuration not stated),103.0,0.4
Fc1cccc(Cl)c1C=Nc1cccnc1,122.0,2.7
O/N=C(\Cc1ncc[nH]1)c1ccccc1,108.0,-0.2

# (list continues)
SMILES,PV pol inh,PV pol inh FP z-score
O=C(Cn1c(=O)nc(-c2ccccc2)c2cc(Cl)ccc21)NCc1ccccc1,110.0,0.8
Oc1ccc2oc3c(c2c1)CCCC3,101.0,-0.3
CC(=O)OC(C(=O)N1CCN(c2ccccc2F)CC1)c1ccccc1 (configuration not stated),101.0,-0.1
CCCCS(=O)(=O)N1CCOCC1,101.0,-0.4
CC1CCN(C(=O)Oc2ccccc2)CC1,102.0,0.3
CCCNS(=O)(=O)c1ccc(-c2ccc(=O)[nH]n2)o1,101.0,-0.1
N#Cc1ccc(CSc2nc3ccccc3s2)cc1,102.0,0.2
Cc1nnc(SCC(=O)c2ccc3c(c2)NC(=O)CO3)n(N)c1=O,100.0,-0.1
COC(=O)COc1ccc(S(=O)(=O)N2CCCCC2)cc1C,100.0,-0.5
C[C@H](N)[C@H](O)c1ccc(O)c(O)c1,101.0,0.4
O=C(CSCc1ccco1)c1cc2ccccc2o1,100.0,-0.3
CCc1ccccc1NC(=O)CN1CCN(C(=O)/C=C/c2cc(Cl)c3c(c2)OCCO3)CC1,105.0,0.4
COc1ccc(CCNS(=O)(=O)c2ccc(C3CNC(=O)C3)cc2)cc1OC (configuration not stated),100.0,-0.1
O=C(COc1ccc(Cl)cc1)Nc1cccc(Cl)c1,101.0,-0.2
Brc1ccc(-n2c(-c3ccco3)nc3nc4ccccc4nc32)cc1,105.0,0.2
CCC(=O)N1CCc2cc(S(=O)(=O)NC(C(=O)NCCc3cccc(C)c3)C(C)C)ccc21 (configuration not stated),101.0,-0.3
Cc1c(C(=O)NCc2ccc(OC(C)C)cc2)oc2ccc3c(c12)C=CC(C)(C)O3,104.0,0.3
COc1ccc(NC(=O)c2ccco2)cc1NC(=O)COc1ccccc1,107.0,0.4
CCn1c2ccccc2c2cc(CN3CCCC3)ccc21,102.0,0.9
Cc1ccc(Cl)cc1NC(=O)c1sc2nc(-c3ccccc3)cn2c1C,108.0,1
CN1/C(=N\O)c2cccc3cccc1c23,96.0,-1.7
CC(C)OCCCNC(=O)C(=O)Nc1c2c(nn1-c1ccccc1)CS(=O)(=O)C2,109.0,0.7
Cn1c(=O)n(C)c2cc(NS(=O)(=O)c3ccc(Br)cc3)c(NCc3ccccc3)cc21,107.0,0.5
O=C(Cc1cn2ccsc2n1)NC(c1ccccc1)c1ccccc1,100.0,-0.8
C=CCc1cc(/C=C2/SC(=O)N(CC(=O)N3CCCC3)C2=O)cc(OCC)c1O,103.0,0.3

# The listing continues:
SMILES,PV pol inh,PV pol inh FP z-score
COc1ccc(CNC(=O)CCS(=O)(=O)c2ccc3c(c2)CC(C)N3C(=O)C2CC2)cc1 (configuration not stated),111.0,0.6
COc1ccc(-c2ccc(Nc3ccc(C(=O)N4CCCCCC4)cc3)nn2)cc1,104.0,0.5
CC1(C)CC(=O)C(C(C2=C(O)CC(C)(C)CC2=O)C(O)CO)C(=O)C1 (configuration not stated),101.0,0.1
COCCCNC(=O)c1ccc(-c2nc(CS(=O)(=O)c3ccc(C)cc3)c(C)o2)cc1,107.0,0
CCn1cc(C(=O)O)c(=O)c2ccc(C)nc21,102.0&98.0,0.5&-0.3
COc1ccccc1CNC(=O)C1CCN(C2=NS(=O)(=O)C(c3ccc(C)c(C)c3)=C2C)CC1,100.0,-0.4
COc1ccc2c(c1)c1c(c(=O)n(-c3ccc(C)cc3)c(=O)n1CC(=O)NCc1ccc(C)cc1)n2C,113.0,1.2
CSc1nc2ccccc2c(=O)n1C1CCCCC1,103.0,0.3
O=C(/C=C/c1ccccc1)N1CCN(S(=O)(=O)c2ccc(F)cc2)CC1,102.0,0.6
CC(=O)Nc1ccc(SCC(=O)N(C)C2CCCCC2)cc1,103.0,0
O=C(NCCN1C(=O)S/C(=C\c2ccc(Cl)c(Cl)c2)C1=O)C1=COCCO1,96.0,-0.8
O=C(CCCc1ccccc1)Nc1ncn[nH]1,100.0,-0.4
CCOC(=O)c1c(C)oc2ncnc(N3CCN(c4ccccc4)CC3)c12,104.0,-0.5
O=C(COC(=O)c1c2c(nc3ccccc13)CCC2)NC1CC1,101.0,-0.3
CCN1CCOC(=O)C1CC(=O)Nc1cc(C)ccc1OC (configuration not stated),100.0,-1.5
CCOc1ccc(/C=C/C(=O)Nc2ccc3[nH]c(=O)[nH]c3c2)cc1,104.0,0.5
C=CCN1C(=O)CC(=O)NC1=S,102.0,0.6
Cc1nnc(NC(=O)c2ccc(F)cc2F)o1,101.0,-0.3
CCCOc1ccc(C(=O)Nc2ccc3oc(-c4ccncc4)nc3c2)cc1,106.0,0.5
c1ccc(N=c2scc(-c3ccccc3)n2Cc2ccco2)cc1,101.0,0
CCOC(=O)c1cn2nc(N3CCCCC3)ccc2n1,105.0,0.5
COc1cc(NC(=O)CN2C(=O)CCC2=O)cc(OC)c1OC,98.0,-0.7
CC1C/C(=N/NC(=O)C2CC2)CC(C)(C)C1 (configuration not stated),102.0,-0.1
O=C(N/N=C1\SCC(=O)N1CCc1ccccc1)c1cccs1,105.0,1
Cc1ccc(Sc2ccc(N3CCCC(C(=O)Nc4ccc(Br)cc4)C3)nn2)cc1 (configuration not stated),106.0,0.2

# These rows are one share of the data, so the mix of outcomes need not match the whole.
